BoNT-F LC inh = inhibitors of Botulinum neurotoxin F light chain protease; Multiplex microsphere protease cleavage assay, flow cytometry; inhibition, % at 10 µM; actives 0.22% (n = 360,000); AID 588497; in the data active means inhibition above about 35%, passing the limit was not always enough; further: plate controls were buffer without enzyme for full effect and enzyme alone for no effect
PrPC surface inh = reduces human prion protein on the cell surface. actives 0.43% (n = 370,000). inhibition, % at 13.8 µM. P04156. cell surface PrPC, TR-FRET read-out; in the data active means inhibition above about 24%; further: 0% = median of the test wells and 100% = reference compound wells
Rv3671c inh = inhibits the M. tuberculosis serine protease Rv3671c; P9WHR9; inhibition, % at 5.96 µM; actives 0.048% (n = 320,000); in the data active means inhibition above about 38%;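 further: extracellular domain of Rv3671c used as enzyme; 0% = enzyme with DMSO and 100% = no enzyme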
FBA Mtb inh = inhibits M. tuberculosis FBA enzyme | P9WQA3 | purified M. tuberculosis FBA, fluorescence read-out | inhibition, % at 1 µM | actives 2.3% (n = 360,000); in the data active means inhibition above about 27%;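 further: 0% = vehicle and 100% = reference inhibitor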
Target sequence (P9WQA3 whole entry, looked up): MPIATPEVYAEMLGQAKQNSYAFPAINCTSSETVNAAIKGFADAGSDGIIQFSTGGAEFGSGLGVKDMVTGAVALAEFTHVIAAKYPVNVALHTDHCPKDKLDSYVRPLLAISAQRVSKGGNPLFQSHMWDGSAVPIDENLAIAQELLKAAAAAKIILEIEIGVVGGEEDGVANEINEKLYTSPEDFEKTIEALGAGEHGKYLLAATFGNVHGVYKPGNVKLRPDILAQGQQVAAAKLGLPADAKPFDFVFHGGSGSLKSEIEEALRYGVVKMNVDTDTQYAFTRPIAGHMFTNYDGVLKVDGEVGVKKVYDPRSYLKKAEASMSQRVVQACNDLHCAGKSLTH
UGM FP inh = inhibitors of M. tuberculosis UDP-galactopyranose mutase | P9WIQ1 | purified UGM, fluorescence polarization probe displacement | inhibition, % at 10 µM | actives 0.06% (n = 320,000); in the data active means inhibition above about 10%, passing the limit was not always enough
Target sequence (P9WIQ1 whole entry, looked up): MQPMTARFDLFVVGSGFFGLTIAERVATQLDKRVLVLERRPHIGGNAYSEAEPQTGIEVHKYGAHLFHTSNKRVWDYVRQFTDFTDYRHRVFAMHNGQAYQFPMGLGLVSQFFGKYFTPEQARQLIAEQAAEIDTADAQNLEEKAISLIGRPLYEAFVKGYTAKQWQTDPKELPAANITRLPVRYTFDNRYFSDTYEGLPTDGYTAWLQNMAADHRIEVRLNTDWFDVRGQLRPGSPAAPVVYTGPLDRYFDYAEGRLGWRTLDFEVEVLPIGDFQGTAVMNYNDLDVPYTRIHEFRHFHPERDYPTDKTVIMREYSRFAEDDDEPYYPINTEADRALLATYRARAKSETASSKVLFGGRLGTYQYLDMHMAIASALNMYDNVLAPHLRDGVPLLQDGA
GDH-TPI inh = GDH-TPI coupled enzyme inhibition counter-screen; GDH-TPI coupled enzyme counterscreen, NADH absorbance; inhibition, % at 4.8 µM; actives 1.2% (n = 360,000); in the data active means inhibition above about 30%;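 further: 0% = DMSO wells and 100% = wells lacking the enzyme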
Mtb BioA inh = blocks M. tuberculosis BioA enzyme activity; purified M. tuberculosis BioA enzyme, plate reader; inhibition, % at 9.99 µM; actives 0.096% (n = 360,000); AID 602481; in the data active means inhibition above about 40%
MazF activator = MazEF (E. coli) toxin RNase activation. P0AE70. FAM/BHQ RNA-DNA oligo cleavage fluorescence, 5 h. actives 0.32% (n = 350,000). activation, % at 20 µM; in the data active means activation above about 50%
Target sequence (P0AE70 whole entry, looked up): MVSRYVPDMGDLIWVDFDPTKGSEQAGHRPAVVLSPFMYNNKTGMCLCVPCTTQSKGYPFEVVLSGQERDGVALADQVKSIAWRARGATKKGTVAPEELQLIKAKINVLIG
FadD28 FP inh = M. tuberculosis FadD28 bisubstrate binding inhibition | AID 588549 | actives 0.22% (n = 360,000) | FadD28 bisubstrate probe binding, fluorescence polarization | inhibition, % at 12.5 µM; in the data active means inhibition above about 8.5%, passing the limit was not always enough
Active calls of the source: *; . = not tested or not shown; + = active, no number. Compounds as they come; 4.8% or so of the library scored in one or more.

SMILES | BoNT-F LC inh | PrPC surface inh | Rv3671c inh | FBA Mtb inh | UGM FP inh | GDH-TPI inh | Mtb BioA inh | MazF activator | FadD28 FP inh
CCC1(c2ccccc2)C(=O)NCNC1=O | -4 | 9 | 0 | -2 | 2.0 | -3 | 0.3 | 9 | -1.3
CS(=O)(=O)c1ccc(NC(=O)c2ccccc2-n2cnnn2)cc1 | 2 | -3 | -4 | 0 | -2.7 | -4 | 0.9 | 5 | -1.0
O=C(COC(=O)CN1C(=O)c2ccccc2C1=O)Nc1ccccc1[N+](=O)[O-] | 16 | -21 | 0 | 2 | -2.6 | 1 | -0.6 | 2 | 1.1
O=C(Nc1c2c(nn1-c1ccc(F)cc1)CS(=O)(=O)C2)c1ccc2c(c1)OCO2 | 1 | -4 | 3 | 0 | 0.9 | 4 | -2.1 | -6 | 0.9
COc1cccc(CNC(=O)c2cc(S(=O)(=O)N3CCOCC3)cn2C)c1 | -12 | 0 | -2 | 4 | -0.7 | 4 | -0.5 | -5 | -1.1
CCCCOc1ccc(/C=N/NC(=O)c2nnn(-c3nonc3N)c2C)cc1 | 1 | 0 | 4 | 3 | 3.6 | 7 | -1.9 | -24 | -0.6
CC1(C)CC[C@]2(CO)CC[C@]3(C)C(=CCC4[C@@]5(C)CC[C@H](O)[C@@](C)(CO)C5CC[C@]43C)[C@@H]2C1 (stereo partly specified) | -1 | -2 | -23 | 0 | 3.0 | 8 | -0.3 | 14 | -1.6
CCOc1ccc(N2C(=O)C3CCCN3C2=S)cc1 (stereo unspecified) | -7 | 6 | -6 | 0 | -1.0 | 5 | 0.6 | 1 | 0.1
NC(=O)[C@H]1CC2(CC(c3cccc(NC(=O)COc4ccc(Cl)cc4)c3)=NO2)CN1C(=O)c1ccc(Cl)cc1 (stereo partly specified) | 1 | -6 | -44 | 5 | -0.8 | 4 | -1.6 | -3 | -9.3
COc1ccc(/C=C2\SC(=O)N(CC(=O)NNC(=O)c3ccccc3O)C2=O)cc1 | -2 | 6 | -20 | -1 | -0.4 | 33* | . | -2 | -3.0
Cc1ccc(C(=O)OCC(=O)NC2CCS(=O)(=O)C2)c(C)c1 (stereo unspecified) | -8 | 3 | -4 | 1 | 1.4 | 5 | 0.5 | -1 | -0.9
Cn1c(CCCOc2ccc(Cl)cc2Cl)nnc1SCC(=O)Nc1nccs1 | 1 | -2 | 0 | -7 | 3.4 | -7 | . | 4 | -4.8
COCC(=O)Nc1ccc(-c2cn3cccnc3n2)cc1 | -2 | -8 | -5 | + | -1.4 | 25 | 0.7 | 0 | 0.1
NC(=O)CN1C(=O)C(=O)N(Cc2cccc(C(F)(F)F)c2)C1=O | 1 | 2 | 9 | 1 | -1.4 | -14 | -0.7 | 9 | -1.9
O=[N+]([O-])c1ccc(N2CCCC2)c2ccncc12 | -8 | -51 | -3 | -25 | -1.9 | 3 | . | 2 | -0.8
CC1CN(S(=O)(=O)c2ccc(C(=O)N(C)C3CCCCC3)cc2)CC(C)O1 (stereo unspecified) | -10 | -6 | -2 | 1 | -6.9 | 3 | -0.7 | 3 | -0.2
C=CCN1C(=O)c2ccc(C(=O)N(C)CC(=O)Nc3ccc(OCC)c(OCC)c3)cc2C1=O | -6 | -5 | 4 | 0 | . | -1 | . | 4 | -3.3
OCCOCCn1c2ccccc2c2ccccc21 | 17 | 7 | 12 | 3 | -1.5 | 13 | -0.2 | 2 | -1.1
CCOC(=O)/C(C#N)=C/C=C1/C=CC=CN1C | 38* | -9 | 2 | -41 | -1.9 | -4 | 1.8 | -9 | -3.0
COc1ccc(C(=O)N2CCCC(c3cc(C(=O)NCc4cccnc4)no3)C2)cc1 (stereo unspecified) | -1 | -2 | . | 0 | . | 4 | 2.9 | . | -1.4
C=CCN1C(=O)c2ccc(C(=O)N(C)Cc3ccc(C)o3)cc2C1=O | 11 | -5 | 1 | 3 | -2.0 | 4 | -1.3 | 1 | -0.9
Cc1ccccc1NC(NC(=O)OCCn1c([N+](=O)[O-])cnc1C)C(Cl)(Cl)Cl (stereo unspecified) | 4 | 3 | -6 | 0 | 0.3 | 14 | -2.1 | 3 | -0.4
c1ccc(C2(c3ccccc3)OCC(Cn3cncn3)O2)cc1 (stereo unspecified) | -7 | 2 | 3 | 1 | -7.0 | 3 | -1.8 | 1 | -2.7
O=C(CN(Cc1ccccc1F)C(=O)c1csnn1)NCc1ccc2c(c1)OCO2 | 1 | 3 | -11 | -1 | -1.4 | 1 | -1.3 | 8 | .
CCOC(=O)c1c(C)c(C(=O)NCCCN2CCCC2=O)c(C)n1CC | 0 | -4 | 3 | -1 | -2.0 | 2 | . | 1 | -0.6

A different layout for part of the listing above:
SMILES	BoNT-F LC inh	PrPC surface inh	Rv3671c inh	FBA Mtb inh	UGM FP inh	GDH-TPI inh	Mtb BioA inh	MazF activator	FadD28 FP inh
Cn1c(CCCOc2ccc(Cl)cc2Cl)nnc1SCC(=O)Nc1nccs1	1	-2	0	-7	3.4	-7	.	4	-4.8
COc1ccc(C(=O)N2CCCC(c3cc(C(=O)NCc4cccnc4)no3)C2)cc1 (stereo unspecified)	-1	-2	.	0	.	4	2.9	.	-1.4
O=C(COC(=O)CN1C(=O)c2ccccc2C1=O)Nc1ccccc1[N+](=O)[O-]	16	-21	0	2	-2.6	1	-0.6	2	1.1
CCC1(c2ccccc2)C(=O)NCNC1=O	-4	9	0	-2	2.0	-3	0.3	9	-1.3

The list goes on:
SMILES | BoNT-F LC inh | PrPC surface inh | Rv3671c inh | FBA Mtb inh | UGM FP inh | GDH-TPI inh | Mtb BioA inh | MazF activator | FadD28 FP inh
CC(Oc1ccc2c3c(c(=O)oc2c1)CCCC3)C(=O)NC1CC(C)(C)NC(C)(C)C1 (stereo unspecified) | -5 | -3 | 1 | 64* | -3.4 | -5 | 2.2 | 14 | 1.2
O=[N+]([O-])c1cc(S(=O)(=O)Nc2ccccc2)ccc1NCc1cccnc1 | -4 | -20 | 1 | -7 | -1.0 | 8 | 0.1 | 0 | -1.2
CN1CCN(c2ncnc3c2ncn3[C@H]2CN(Cc3ccc(F)cc3)C[C@@H](CO)O2)CC1 | 1 | -7 | . | -1 | . | 1 | 0.4 | . | -2.7
CNC(=O)c1cccc(NC(=O)c2ccccc2OCc2ccccc2)c1 | 32 | 7 | -7 | 2 | 0.4 | -6 | -0.6 | 2 | -1.8
CCc1ccc(-c2nc(CN3CCC(C(=O)NCCN(CC)c4ccccc4)CC3)c(C)o2)cc1 | -15 | -3 | 4 | 2 | -2.7 | 5 | -1.5 | 5 | 0.2
Cc1ccc(-c2csc(N)n2)cc1 | 2 | 2 | . | -1 | . | -9 | 0.9 | 7 | -1.4
CC(C)CNC(=O)CCc1nc(-c2ccccc2)no1 | -3 | -5 | -2 | -2 | -0.8 | 3 | -0.4 | -5 | 0.2
Cc1cccc(C(=O)NCC(=O)N2CC=C(c3ccccc3)CC2)c1 | -5 | -4 | -8 | -1 | -0.8 | 8 | -1.3 | 0 | .
O=C1NC[C@H](Cc2ccccc2)N(C[C@H]2CCCN2C[C@H](Cc2ccccc2)N2C[C@H](Cc3ccccc3)N(CC3CCCCC3)C(=O)C2=O)C1=O | -4 | 6 | . | 3 | . | 5 | 1.9 | -10 | -1.4
CCOc1ccc(Br)cc1S(=O)(=O)NC1CCCC1 | . | 2 | -2 | 2 | 2.6 | -3 | -0.5 | 5 | -3.1
COC(=O)C1=C(C)N(C)C(=S)NC1c1ccccc1 (stereo unspecified) | -2 | 8 | 1 | -1 | 0.3 | 5 | . | -4 | -0.2
O=C(Nc1cccc(-n2cnnn2)c1)c1cccs1 | 5 | 2 | -13 | 1 | 0.8 | 5 | 3.4 | 10 | -3.6
Cc1ccc(N2C(=O)C3N=NN(CC(=O)N4N=C(c5cccc6ccccc56)CC4c4ccccc4)C3C2=O)cc1 (stereo unspecified) | -6 | 1 | -18 | 11 | -0.2 | 13 | . | -14 | -3.3
CN(C)/C=C/C(=O)c1cnc(-c2ccccc2)s1 | 0 | -1 | -7 | 6 | -0.7 | 2 | -1.5 | -1 | -3.2
Cc1nn(CC(=O)NC(C)CCc2ccccc2)c(=O)c2nn(-c3ccccc3)c(C)c12 (stereo unspecified) | -3 | 5 | -4 | 1 | 0.1 | 7 | 9.0 | -4 | -0.9
Cc1ccc(CNC(=S)Nc2ccc(NS(=O)(=O)c3ccc(C)cc3)cc2)cc1 | -2 | -6 | . | -1 | -1.6 | 3 | -1.9 | 9 | -1.1
CC(C)NC[C@H](O)COc1cccc2[nH]ccc12 | -5 | -3 | -1 | -2 | 0.4 | 7 | -0.1 | 9 | -0.5
COc1ccc(C(CCNCc2ccc(OC(C)C)cc2)C(C)C)cc1 (stereo unspecified) | -12 | -8 | -1 | 3 | 1.0 | 13 | -1.3 | 10 | -1.5
O=C(c1cccs1)N1C[C@@H](O)[C@H](n2cc(-c3ccc(F)cc3)nn2)C[C@@H]1c1ccc(Cl)cc1 | -2 | -8 | . | -4 | . | 0 | -3.4 | 5 | -4.4
CC(=O)Nc1ccc(NC(=O)C(c2ccccc2)c2ccccc2)cc1 | 14 | 9 | 1 | 0 | -1.5 | -3 | -1.9 | 11 | -1.7
COc1ccc(CN(C)CCCn2cnc3c(OC)ncnc32)cc1OC | -1 | -2 | . | 0 | . | -3 | 0.9 | 0 | -4.4
Cc1c(C(=O)Nc2nccs2)oc2ccc(Br)cc12 | -3 | 2 | -76 | 5 | 2.3 | 17 | -2.1 | -29 | -1.7
O=C(Cc1coc2cc(O)ccc12)N1CCN(S(=O)(=O)c2ccc(Br)cc2)CC1 | 3 | 13 | . | 1 | . | 1 | -1.3 | 6 | -4.2
CC[n+]1ccc(C)c2cc(SC(F)(F)F)ccc21 | -19 | . | 12 | 9 | 1.7 | 2 | -0.2 | -2 | -0.1
COc1ccc2c(c1OC)C(=O)N(c1ccc(C)cc1)C2=O | -7 | 3 | 10 | 0 | -2.8 | 17 | . | -19 | 0.4
Cc1cccc(C(=O)OCC(=O)c2c(N)n(CC(C)C)c(=O)n(C)c2=O)c1[N+](=O)[O-] | -26 | 4 | -6 | -3 | 1.2 | 6 | . | -3 | -4.4
Cc1ccc(C)c(N2CCN(CC3CCCCC3)CC2)c1 | 8 | 4 | 4 | 3 | -1.5 | 1 | -2.3 | -1 | -0.5
CCN1CC2([N+](=O)[O-])CC=C(Cl)C([N+](=O)[O-])(C1)C2 (stereo unspecified) | 2 | -5 | 5 | -2 | 2.2 | 10 | . | -8 | -0.7

Laid out differently: four of the compounds above.
Below each SMILES: BoNT-F LC inh | PrPC surface inh | Rv3671c inh | FBA Mtb inh | UGM FP inh | GDH-TPI inh | Mtb BioA inh | MazF activator | FadD28 FP inh
- CC(C)NC[C@H](O)COc1cccc2[nH]ccc12
→ -5 | -3 | -1 | -2 | 0.4 | 7 | -0.1 | 9 | -0.5
- COc1ccc(C(CCNCc2ccc(OC(C)C)cc2)C(C)C)cc1 (stereo unspecified)
→ -12 | -8 | -1 | 3 | 1.0 | 13 | -1.3 | 10 | -1.5
- O=C(c1cccs1)N1C[C@@H](O)[C@H](n2cc(-c3ccc(F)cc3)nn2)C[C@@H]1c1ccc(Cl)cc1
→ -2 | -8 | . | -4 | . | 0 | -3.4 | 5 | -4.4
- CC(=O)Nc1ccc(NC(=O)C(c2ccccc2)c2ccccc2)cc1
→ 14 | 9 | 1 | 0 | -1.5 | -3 | -1.9 | 11 | -1.7

Screens deposited in PubChem BioAssay by several laboratories.
